# Screens as filed in PubChem BioAssay.
# Jurkat NFkB inh – inhibitors of induced NF-kB luciferase reporter, primary screen, TCR NF-kB activation inhibitor project, cell-based, luminescence, uHTS; Jurkat, PMA/ionomycin-induced NF-kB luciferase reporter; inhibition, % at 4 µM; actives 0.53% (n = 330,000); AID 435003, 2010
# Gli-Sufu antag – Gli-Sufu pathway antagonists, primary screen, luciferase luminescence, Sufu-KO-LIGHT cells, uHTS | Sufu-KO-LIGHT fibroblasts, Gli luciferase reporter luminescence | inhibition, % at 5 µM | actives 0.74% (n = 340,000);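 active = inhibition above about 55%, limit read from the data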;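 note: 0% = DMSO-treated cells and 100% = wells with medium but no cells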
# 697 NFkB inh – inhibitors of PMA/ionomycin-induced NF-kB reporter, 697 cells, primary screen, B-cell NF-kB inhibitor project, cell-based, luminescence, uHTS. 697 B-cell NF-kB luciferase reporter, 16 h. inhibition, % at 4 µM. actives 0.33% (n = 330,000). AID 435022, 2010; in the data active = inhibition above about 35%
# SENP8 block – SENP8 protease inhibitors, primary screen, biochemical, luminescence. purified SENP8, Z-RLRGG-aminoluciferin cleavage. Sentrin-specific protease 8 (Homo sapiens), Q96LD8. inhibition, % at 10 µM. actives 1.2% (n = 330,000)
# Target sequence (Q96LD8 whole entry, looked up): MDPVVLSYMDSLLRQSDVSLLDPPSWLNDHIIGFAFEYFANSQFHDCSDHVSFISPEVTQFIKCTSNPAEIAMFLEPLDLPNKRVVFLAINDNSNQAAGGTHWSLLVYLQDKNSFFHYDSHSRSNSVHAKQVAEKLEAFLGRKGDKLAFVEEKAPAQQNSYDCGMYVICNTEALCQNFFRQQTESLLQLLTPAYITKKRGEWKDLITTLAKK
# CCR6 antag – CCR6 receptor antagonists, primary screen, cell-based, CHO-K1, luminescence, beta-arrestin, uHTS; C-C chemokine receptor type 6 (Homo sapiens), P51684; CHO-K1 CCR6 PathHunter beta-arrestin, CCL20-stimulated; inhibition, % at 20 µM; actives 0.49% (n = 340,000); AID 493098, 2011;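 active = compounds whose inhibition of the agonist-driven luminescence signal at 20 µM reaches about 50%, limit read from the data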;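 note: cells stimulated with CCL20 at 14 nM final; plate controls were DMSO with CCL20 for no effect and DMSO without agonist for full effect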
# UBC13 polyUb – UBC13 polyubiquitin chain formation inhibitors, primary screen, biochemical, TR-FRET, uHTS. Ubiquitin-conjugating enzyme E2 N (Homo sapiens), P61088. inhibition, % at 20 µM. actives 0.47% (n = 330,000). AID 485273, 2010; in the data active = inhibition above about 45%, passing the limit was not always enough
# Target sequence (P61088 whole entry, looked up): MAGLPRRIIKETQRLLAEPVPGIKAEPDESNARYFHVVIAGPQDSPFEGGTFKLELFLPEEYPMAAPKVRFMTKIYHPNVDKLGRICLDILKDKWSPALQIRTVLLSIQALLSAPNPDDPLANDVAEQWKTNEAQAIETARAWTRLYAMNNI
# EBI2 antag – EBI2 receptor antagonists, beta-arrestin recruitment, primary screen, cell-based, luminescence, 7a,25-OHC stimulation, uHTS. G-protein coupled receptor 183 (Homo sapiens), P32249. 7a,25-OHC stimulated. inhibition, % at 5 µM. actives 0.81% (n = 360,000); in the data active = inhibition above about 38%;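 note: enzyme fragment complementation signal reports receptor beta-arrestin coupling in cells; 0% = agonist plus DMSO wells and 100% = wells without agonist; some results beyond the cut were filed as inactive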
# Target sequence (P32249 whole entry, looked up, the tested form may be a part): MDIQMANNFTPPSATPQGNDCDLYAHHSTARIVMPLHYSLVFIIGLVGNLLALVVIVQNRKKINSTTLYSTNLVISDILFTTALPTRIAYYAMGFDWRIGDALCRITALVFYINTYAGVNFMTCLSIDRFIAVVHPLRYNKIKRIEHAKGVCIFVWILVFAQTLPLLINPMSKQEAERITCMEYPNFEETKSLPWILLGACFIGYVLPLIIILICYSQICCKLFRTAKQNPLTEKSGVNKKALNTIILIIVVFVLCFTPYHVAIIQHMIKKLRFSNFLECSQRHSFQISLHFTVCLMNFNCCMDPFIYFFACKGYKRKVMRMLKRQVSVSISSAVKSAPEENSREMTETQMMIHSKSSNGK
# Apaf-1 inh – inhibitors of human Apaf-1 apoptosome, primary screen, biochemical, DEVD-Rh110 fluorescence, uHTS. Apoptotic protease-activating factor 1 (Homo sapiens), O14727. inhibition, % at 20 µM. AID 489030, 2010. reconstituted apoptosome caspase-3 activity. actives 0.71% (n = 330,000); active = inhibition of at least 40% at 20 µM;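 note: plate controls were DMSO wells for no effect and DEVD-CHO caspase inhibitor wells for full effect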
#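 Medium: Hepes buffer, pH 7.5 / System: biochemical Apaf-1 apoptosome reconstitution / Measured by: Rh110 fluorescence, excitation 480 nm, emission 540 nm / Times: compound with Apaf-1, dATP, procaspase-3 30 min, then 50 min reaction, room temperature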
# * = called active by the depositor; / = not tested or not shown; & = joins results of further samples. Cut-off read from the data, not from the text of the source, unless noted: active = inhibition above about 50%; inactive = the rest.
SMILES,Jurkat NFkB inh,Gli-Sufu antag,697 NFkB inh,SENP8 block,CCR6 antag,UBC13 polyUb,EBI2 antag,Apaf-1 inh
O=C(c1ccc2nc(Cc3ccccc3F)oc2c1)N1CC[C@H](O)C1,-9,-42,-2,-3,3,1,1,-1
CCOC(=O)CNC(=O)Cn1cnc2sc(C)c(S(=O)(=O)N3CCC(C)CC3)c2c1=O,-4,-2,16,2,1,-2,-6,0
Nc1nc(-c2ccco2)nc(N2CCCCC2)n1,9,17,-4,-1,-16,13,-5,1
CCCOc1ccc(CN(CCO)CCO)cc1[N+](=O)[O-],-2,-1,-3,0,-13,-3,2,4
Cc1cnn(-c2ccc3nnc(-c4ccc(Cl)cc4)n3n2)c1,14,1,6,7,24,27,7,-3
Cc1ccc(S(=O)(=O)NCCC(C)C)cc1[N+](=O)[O-],5,-4,-16,-4,10,-5,3,14
COc1ccc(S(=O)(=O)NCCSCc2ccco2)cc1C,11,-1,1,-13,-7,-3,4,2
C[C@H]1COC(=O)CCC/C=C\C[C@H](CC(=O)N(CCO)Cc2ccccc2)C(=O)N1,-4,-3,-6,-5,-7,-13,-5,-8
COc1ccccc1NC(=O)Cc1nc(CCl)cs1,-16,0,6,-4,2,11,-9,2
CN(C)CCNc1ncnc2c1sc1nc(-c3ccccc3)c3c(c12)CCCC3,3,16,-9,-11,45,62*,3,30
CCOCCc1c(O)nc(SCC)[nH]c1=O,2,6,6,3,3,6,-1,-22
CCOC(=O)c1c(NC(=O)OC)sc(C(=O)N(C)C)c1C,-8,1,14,-7,6,0,2,0
Cc1ccccc1OCC(=O)O/N=C(\N)c1ccncc1,-67,-53,-62,-16,-1,-3,7,11
Cc1ccc(C(=O)NC2CC3CCC(C2)N3C)cc1 (stereo not drawn),-7,-4,16,-1,-6,3,-5,-4
N#Cc1ccc(NC(=O)Cn2cnc(S(=O)(=O)N3CCc4ccccc43)c2)cc1,15,9,4,6,14,-9,0,2
COc1ccc(CN(C(=O)CN2C(=O)c3ccccc3S2(=O)=O)C(C(=O)NCC2CCCO2)c2ccncc2)cc1 (stereo not drawn),11,3,11,-9,-6,-11,1,-4
Cc1ccc(NC(=O)c2cc3ccccc3o2)nc1,-170,-120,-197,40,9,-5,2,8
CC1CCCN(C(=O)Cn2nnc(-c3ccc(N(C)C)cc3)n2)C1 (stereo not drawn),2,-5,-17,-1,-4,-3,2,-2
Cc1cccc(NC(=O)COC(=O)CCc2ccc(S(=O)(=O)N3CCOCC3)cc2)c1C,4,-9,1,-1,15,3,-2,-7
O=C(Cc1ccccc1)N/N=C/C=C/c1cccc([N+](=O)[O-])c1,-5,-17,15,7,16,0,-1,6
CCOC(=O)c1cnn(-c2ccccn2)c1N,-64,-40,-50,-6,-8,-8,0,8
COC(=O)C(/C=N/O)NC(=O)c1ccccc1 (stereo not drawn),2,4,11,-3,-6,2,2,-2
CN(C)C(=O)c1nc2ccccc2s1,-20,1,-23,1,13,1,-5,-3
COc1cccc(NC(=O)Cn2c(=O)n(CCC(=O)NCc3ccco3)c(=O)c3ccccc32)c1,-4,-1,0,3,10,15,3,-14
CCCC(=O)Nc1cc(S(=O)(=O)N2CCOCC2)ccc1N1CCCCC1,7,4,0,-11,4,-11,-6,5

# Profiles, looked up by structure. Order of values: Jurkat NFkB inh	Gli-Sufu antag	697 NFkB inh	SENP8 block	CCR6 antag	UBC13 polyUb	EBI2 antag	Apaf-1 inh
# CCOC(=O)CNC(=O)Cn1cnc2sc(C)c(S(=O)(=O)N3CCC(C)CC3)c2c1=O is entered as -4	-2	16	2	1	-2	-6	0
# CC1CCCN(C(=O)Cn2nnc(-c3ccc(N(C)C)cc3)n2)C1 (stereo not drawn) is entered as 2	-5	-17	-1	-4	-3	2	-2
# Nc1nc(-c2ccco2)nc(N2CCCCC2)n1 is entered as 9	17	-4	-1	-16	13	-5	1
# Cc1ccc(C(=O)NC2CC3CCC(C2)N3C)cc1 (stereo not drawn) is entered as -7	-4	16	-1	-6	3	-5	-4
# CCOCCc1c(O)nc(SCC)[nH]c1=O is entered as 2	6	6	3	3	6	-1	-22

# Carrying on:
SMILES,Jurkat NFkB inh,Gli-Sufu antag,697 NFkB inh,SENP8 block,CCR6 antag,UBC13 polyUb,EBI2 antag,Apaf-1 inh
COc1cccc(NC(=O)CN(C)C(=O)c2ccc3c(c2)C(=O)N(CCC(C)C)C3=O)c1,13,-9,-12,-3,18,13,10,15
O=C(CN1C(=O)NC2(CCCCC2)C1=O)N1CCN(S(=O)(=O)c2cccc([N+](=O)[O-])c2)CC1,5,8,-4,6,-9,-4,-16,-6
O=C(NCC(=O)N1CCN(S(=O)(=O)c2ccccc2)CC1)c1ccc2ccccc2c1,8,26,8,3,-4,1,14,9
CCCCN(C(=O)c1ccc([N+](=O)[O-])o1)c1c(N)n(CC(C)C)c(=O)[nH]c1=O,17,2,18,3,/,-18,-8,5
COc1ccc(-c2nc(CC(=O)O)cs2)cc1,4,-2,10,-3,-1,-3,-6,-14
CCC1CCCCN1CCCNC(=O)C1CCN(S(=O)(=O)N2CCCCC2)CC1 (stereo not drawn),-22,1,-20,-4,-1,4,-7,11
CCOC(=O)c1c(C)n(CC(O)c2ccccc2)c2ccc(O)cc12 (stereo not drawn),2,-2,2,-3,12,11,18,1
COc1ccc(CN2CCc3ccccc3C2)c(OC)c1OC,-5,-30,1,-6,4,6,-6,-6
CCOc1ccc(NC(=O)CN(C)C(=O)CCCn2c(=O)oc3ccccc32)cc1OCC,14,-11,-5,-11,-9,4,-2,-2
CS(=O)(=O)Nc1ccc(C2=NN(S(=O)(=O)c3ccc(F)cc3)C(c3ccco3)C2)cc1 (stereo not drawn),13,1,-1,-4,6,-5,-5,-3
COc1cc(NC(=O)c2cc([N+](=O)[O-])ccc2NC(=O)CN2CCN(c3ccccn3)CC2)cc(OC)c1,-11,-5,21,-7,-4,-8,-13,12
O=S1(=O)C=C(SCCN2CCCCC2)c2ccccc21,-3,0,2,2,8,2,-3,-12
COc1ccc(CC(=O)Nc2cc(S(=O)(=O)N3CCCCC3)ccc2N2CCN(C)CC2)cc1,0,12,-23,4,1,-6,9,6
Cn1nccc1C(=O)N1CCN(c2ncccn2)CC1,-12,6,11,-8,13,-9,-20,-2
Cc1cc[n+](-c2[nH]c(=O)sc2/C=N/N=C(\[O-])c2ccncc2)cc1,8,4,-2,-2,0,-42,16,3
COc1ccc(-c2ccccc2NC(=O)C2CCCN(Cc3ccco3)C2)cc1 (stereo not drawn),-13,19,-4,-4,8,2,-1,10
COc1cccc(C(CC(=O)NCCN2CCOCC2)NS(=O)(=O)c2ccc(C)cc2)c1OC (stereo not drawn),2,-14,22,6,6,-4,-5,-8
CCCc1cc(NC(=O)COC(=O)c2nccnc2N)n(-c2ccccc2)n1,9,-2,12,3,7,3,-4,-3
Cn1c(-c2ccc(Br)o2)nc2cc(Br)ccc21,-133,-96,-225,85*,-8,-5,7,13
Cc1ccsc1CN(C)C(=O)CN1C(=O)NC2(CCCc3ccccc32)C1=O (stereo not drawn),-13,1,-7,-14,4,-4,0,10
Cc1ccc(S(=O)(=O)N2CCCC2C(=O)OCc2nc3ccccc3s2)cc1 (stereo not drawn),-18,-4,15,-5,-16,-4,6,16
CSc1cccc(CN2CCC(CO)(Cc3cccc(C(F)(F)F)c3)CC2)c1,-19,15,-49,0,26,5,1,20
CCOC(=O)Nc1ccc(OC)cc1S(=O)(=O)N1CCCCC1,-5,2,6,-10,18,0,-6,4
CCC1Nc2ncnc(N3CCOCC3)c2N(Cc2ccc(Br)cc2)C1=O (stereo not drawn),1,5,18,3,12,10,-13&-6,8
CC1CN2C(c3ccc(Cl)cc3)=CSC2=N1 (stereo not drawn),-11,3,-5,4,8,-2,-8,6
CCc1ccc(N2CC(C(=O)Nc3cccc(C(=O)NC4CC4)c3)CC2=O)cc1 (stereo not drawn),-16,-5,0,0,6,-8,13,12

# In a second layout: entries from further up
CCOc1ccc(NC(=O)CN(C)C(=O)CCCn2c(=O)oc3ccccc32)cc1OCC
  Jurkat NFkB inh = 14	Gli-Sufu antag = -11	697 NFkB inh = -5	SENP8 block = -11	CCR6 antag = -9	UBC13 polyUb = 4	EBI2 antag = -2	Apaf-1 inh = -2

Cc1cc[n+](-c2[nH]c(=O)sc2/C=N/N=C(\[O-])c2ccncc2)cc1
  Jurkat NFkB inh = 8	Gli-Sufu antag = 4	697 NFkB inh = -2	SENP8 block = -2	CCR6 antag = 0	UBC13 polyUb = -42	EBI2 antag = 16	Apaf-1 inh = 3

# Some of the compounds tested; rates above refer to the full screens.
